Source: PubChem
aSyn yeast rescue: alpha-synuclein toxicity suppression in yeast. S. cerevisiae alpha-synuclein toxicity rescue, BacTiter-Glo growth, 24 h. hit rate 0.02% among 94,000. Potency, µM (doses to about 46.1 µM), for the others: at the top dose growth rescue (activation), actives largely listed as activators; active = well fitted activation curve with a large enough effect; inconclusive = small, poorly fitted or top-dose-only effect; also: 0% is about no effect
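Growth restoration measured by BacTiter-Glo luminescence after 24 hr at 30 deg C; alpha-synuclein yeast, raffinose-pregrown to mid-log, were added at OD600=0.02 in galactose medium onto pinned compounds.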
Active calls of the source: *; ? = inconclusive. Potency is read from the fitted curve at half-maximal effect. The list is partial; count on the stated rates, not on these rows.

SMILES	aSyn yeast rescue
CCn1c2ccccc2c2cc(CN3CCN(Cc4ccccc4Cl)CC3)ccc21	-16%
CCN(CC(=O)Nc1c(F)cccc1F)C(=O)CCN1C(=O)c2cccc([N+](=O)[O-])c2C1=O	6%
COCCCNC(=O)c1ccc(C)c(-n2c(C)nc3cccnc32)c1	4%
Cc1ccc2nc(COc3ccccc3NC(=O)C(C)(C)C)cc(=O)n2c1	3%
O=C(NC1CCSc2ccccc21)c1cc([N+](=O)[O-])ccc1N1CCOCC1 (stereo not given)	-6%
COc1ccc(CNC(=O)c2cc3c(s2)-c2ccccc2OC3)cc1	-12%
COc1cccc(NC(=O)c2ccc(CNS(=O)(=O)c3ccc4c(c3)C(C)(C)C(=O)N4C)cc2)c1	1%
COc1ccc(S(=O)(=O)NCC(c2ccc3c(c2)OCO3)N2CCN(c3ccccc3)CC2)cc1 (stereo not given)	7%
CCOc1ccccc1CNc1nc2nc(C)c(CC(=O)OC)c(=O)n2[nH]1	-15%
Cc1nnc(SCc2ccc([N+](=O)[O-])cc2)o1	2%
Cc1ccccc1OCc1nc2ccccc2[nH]1	3%
O=[N+]([O-])c1ccc2nc(NS(=O)(=O)c3ccc(Cl)cc3)sc2c1	-2%
COc1ccc(N2CCN(C(=O)NCc3ccc(C)cc3)CC2)cc1	9%
Cc1onc(-c2ccccc2)c1C(=O)NC(=S)NNC(=O)c1ccccc1O	?
Cc1ccc(/C=N/NC(=O)CN2CCN(Cc3ccccc3Cl)CC2)o1	5%

SMILES	aSyn yeast rescue
COc1ccc(CCC(=O)O)c(O)c1	9%
CCc1ccc(-n2nc(C)c3c(C(=O)Nc4cc(C)ccc4C)cc(C)nc32)cc1	2%
Cc1c(Cl)ccc2sc(NC(=O)c3ccc(S(=O)(=O)N4CCCc5ccccc54)cc3)nc12	-3%
CCOc1ccc(-c2nc(Cn3c(=O)cc(-c4ccccc4)c4c(C)nn(C)c43)c(C)o2)cc1	5%
CC(C)C1C(=O)N(Cc2cn(CC3CCCCC3)nn2)CCS(=O)(=O)N1Cc1ccc(-c2ccc(Cl)nc2)cc1 (stereo not given)	-3%
CC(C)Oc1ccc(CNC(=O)c2ccc(Cn3c(=O)c4cccn4c4cccnc43)cc2)cc1	-1%
COC(=O)c1cccc(Nc2nc(-c3ccncc3)nc3ccccc23)c1	12%
CC(=O)Nc1cccc(NC(=O)CSc2nccn2Cc2ccco2)c1	-5%
O=C(Nc1ccc(Cl)cc1)N1CCN(c2ccc3nnc(-c4ccc(F)cc4)n3n2)CC1	2%
CC(Sc1nc2c(c(=O)[nH]1)CCCC2)C(=O)Nc1cc(C(F)(F)F)ccc1Cl (stereo not given)	1%
C[C@H](CO)N1C[C@H](C)[C@@H](CN(C)Cc2ccc(C(=O)O)cc2)OCc2cnnn2CCCC1=O	-2%
CCCCCCCCNc1nc(Cl)nc(NCc2ccco2)n1	-6%
O=C(CCN1CCN(Cc2ccccc2)CC1)NNC(=O)c1ccc(Cl)c(Cl)c1	5%
COc1ccc(NC(=O)C[C@H]2C(=O)N(C3CCCCC3)C[C@@H]2C)cc1	10%
CCc1noc(C)c1C(=O)NCCN1C(=O)S/C(=C\c2ccccc2F)C1=O	1%

The closing 3 entries of the section above are carried over, then new ones follow.
SMILES	aSyn yeast rescue
O=C(CCN1CCN(Cc2ccccc2)CC1)NNC(=O)c1ccc(Cl)c(Cl)c1	5%
COc1ccc(NC(=O)C[C@H]2C(=O)N(C3CCCCC3)C[C@@H]2C)cc1	10%
CCc1noc(C)c1C(=O)NCCN1C(=O)S/C(=C\c2ccccc2F)C1=O	1%
CCOc1ccccc1NC(=O)c1c(NC(=O)Cc2ccccc2)sc2c1CCCC2	9%
CC(=O)c1cccc(NC(=S)N2CCC(Cc3ccccc3)CC2)c1	15%
COc1ccccc1CNC(=O)Cn1nc(C)c([N+](=O)[O-])c1C	11%
Cc1ccc(NS(=O)(=O)c2ccc3c(c2)NC(=O)C(C)C(=O)N3)cc1F (stereo not given)	-7%
COc1ccc(-c2cc(=O)oc3cc(OCC(=O)NCc4ccccn4)ccc23)cc1	7%
CC(C)c1c(O)c2c(n(-c3ccccc3)c1=O)CCCC2	4%
COc1ccc(CCNC(=O)C(C)n2c(=O)cc(-c3ccccc3)c3c(C)nn(C)c32)cc1OC (stereo not given)	-7%
CCOC(=O)Cn1c(-c2cccnc2)nc(-c2ccccc2)c1-c1ccccc1	6%
COc1cccc(CNC(=O)C2CCN(S(=O)(=O)c3ccc4c(c3)CCCN4C(C)=O)CC2)c1	-7%
O=C(Nc1ccc(N2CCOCC2)c(C(=O)O)c1)c1ccc(Br)cc1	7%
CCOc1cc(CNC(=O)c2ccc3c(c2)NC(=O)C2CCCCN32)cc(OCC)c1OCC (stereo not given)	-13%
COc1ccccc1NC(=O)Cn1ccn(-c2cc(C)cc(C)c2)c(=O)c1=O	5%
CCC(=O)Nc1cc(-c2nc3ccccc3s2)c(Cl)cc1Cl	-5%
CCN(CC)S(=O)(=O)c1ccc2c(c1)N(CC(=O)NCc1ccc(F)cc1)C(=O)CO2	-5%
CCOCCCN(Cc1ccco1)S(=O)(=O)c1cc2c(cc1Cl)NC(=O)CO2	0%

Retrieved by structure from above:
SMILES	aSyn yeast rescue
CC(=O)c1cccc(NC(=S)N2CCC(Cc3ccccc3)CC2)c1	15%
CC(C)c1c(O)c2c(n(-c3ccccc3)c1=O)CCCC2	4%
CCN(CC)S(=O)(=O)c1ccc2c(c1)N(CC(=O)NCc1ccc(F)cc1)C(=O)CO2	-5%

Filtered by structure: the entries above with a COOH group
SMILES	aSyn yeast rescue
COc1ccc(CCC(=O)O)c(O)c1	9%
C[C@H](CO)N1C[C@H](C)[C@@H](CN(C)Cc2ccc(C(=O)O)cc2)OCc2cnnn2CCCC1=O	-2%
O=C(Nc1ccc(N2CCOCC2)c(C(=O)O)c1)c1ccc(Br)cc1	7%

Next section.
SMILES	aSyn yeast rescue
CCOC(=O)c1cccc(NC2c3ccccc3C(=O)N2Cc2ccco2)c1 (stereo not given)	4%
COc1ccc(NS(=O)(=O)c2ccc(C)c(C(=O)NCC(c3cccs3)N3CCOCC3)c2)cc1 (stereo not given)	-1%
COc1ccc(OC)c(CNCc2c(C(=O)O)n(Cc3ccccc3)c3cc(OC)ccc23)c1	2%
O=C1SCCC1NS(=O)(=O)c1ccc([N+](=O)[O-])cc1 (stereo not given)	-7%
Cc1ccc(OC(=O)c2cc(-c3ccc(Cl)cc3)on2)c(C)c1	7%
Cc1ccc(CN2CCCn3nc(C(=O)NCCc4ccc(Cl)cc4)cc3C2=O)cc1	-5%
COCc1cc(N2CCCCC2)nc(-c2ccccc2)n1	11%
CCc1ccc(NC(=O)CSc2nc3n[nH]c(C)c3c(=N)n2-c2ccccc2C)cc1	-1%
COc1ccc(NC(=O)c2nc(S(=O)(=O)Cc3ccc(C)cc3)ncc2Cl)cc1	-5%
CCCCNC(=O)CCn1nc(-c2ccccc2)c2ccccc2c1=O	8%
Cc1nc(-c2ccccn2)nc(SCC(=O)c2ccc(F)cc2)c1Cl	12%
Cn1nnnc1SCCCNCc1ccccc1OCc1ccc(F)cc1	5%
CC(=O)N(C)C[C@@H]1Oc2ncc(C#Cc3ccc(F)cc3)cc2C(=O)N([C@@H](C)CO)C[C@H]1C	-7%
CCOc1ccccc1NC(=O)c1nn(-c2ccc(C)cc2)c(=O)n(C)c1=O	-8%
O=C(NCCCNC(=O)c1cccnc1)c1ccc(Cl)cc1	0%

SMILES	aSyn yeast rescue
N#CC1(NC(=O)COC(=O)c2nc(Cl)ccc2Cl)CCCCC1	1%
CCN(CC)CCCn1c2c(c(SCC(=O)Nc3ccccc3Cl)nc1=O)CCC2	-1%
Cc1ccc(NC(=O)c2ccc3[nH]c(C)cc(=O)c3c2)cc1	-14%
O=C(Nc1cccc(-c2nnc(-c3ccccc3)o2)c1)C1CC1	-5%
COc1ccc(Cl)cc1NC(=O)Cn1c(=O)n(Cc2ccc(F)cc2)c(=O)c2cccnc21	6%
N#Cc1c(-n2ncnc2-c2ccc(F)cc2)sc2c1CCCCC2	7%
Clc1ccc(CN2CCc3nc(N4CCN(c5ccccn5)CC4)ncc3C2)cc1	0%
Cc1ccc(S(=O)(=O)N2CCN(C(=O)COC(=O)C3CCC3)CC2)cc1	4%
COc1cccc2cc(-c3nc(-c4cccs4)no3)c(=O)oc12	0%
Cc1ccc(C)c(N2CCN(c3cc(C)nc4c(-c5ccc(Cl)cc5)c(C)nn34)CC2)c1	0%
CC(=O)c1c(C)[nH]c(C(=O)OCC(=O)NCc2ccccc2)c1C	-5%
O=C(CSc1nc2ccccc2n1CC(=O)Nc1ccc(F)cc1F)Nc1ccc(F)cc1	7%
COC(=O)CNC(c1ccccc1)c1cc(Br)ccc1NC(=O)c1cc(OC)c(OC)c(OC)c1 (stereo not given)	0%
Cc1ccnc(SCCn2c(N3CCC(C)CC3)nc3c2c(=O)[nH]c(=O)n3C)n1	4%
COc1cc(NC(=O)CN2C(=O)NC(C)(c3ccccc3)C2=O)c(C)cc1[N+](=O)[O-] (stereo not given)	-2%

| mol | aSyn yeast rescue |
| --- | --- |
| Cc1ccc(-n2c(=O)c3c(c4cc(C)ccc4n3C)n(CC(=O)NCc3ccccc3Cl)c2=O)cc1 | 4% |
| COc1ccc(CCNC(=O)CCC(=O)N2CC(C)Oc3ccc(Cl)cc32)cc1OC (stereo not given) | 1% |
| c1ccc(/N=C2\N=C(Nc3ccccn3)c3ccccc32)nc1 | -4% |
| Cc1cc(C)c2c(c1)NC(=O)C2(O)c1c[nH]c2ccccc12 (stereo not given) | -2% |
| CCCn1ncc(CN2CCN(Cc3ccc(C)o3)C(CCO)C2)c1C (stereo not given) | 2% |
| O=C(Cn1c(=O)n(-c2ccccc2)c(=O)c2ccc(C(=O)NCc3ccc4c(c3)OCO4)cc21)Nc1ccc(Br)cc1F | -3% |
| CC(=O)Nc1ccc(Nc2nnc(-c3ccc(C)c(S(N)(=O)=O)c3)c3ccccc23)cc1 | -8% |
| COc1cccc(/C=N/NC(=O)c2ccc(=O)n(C)c2)c1O | 3% |
| CC1=CC(C)(C(Cl)(Cl)Cl)C(C)=CC1=NO (stereo not given) | 15% |
| Cc1ccccc1Nc1sc(C(=O)c2ccc(F)cc2)c(N)c1C(=O)NCCc1ccccc1 | 5% |
| COC(=O)c1c(NC(=O)c2ccc(S(=O)(=O)N(C)C3CCCCC3)cc2)sc2c1CCN(C)C2 | 6% |
| O=C(CCNS(=O)(=O)c1ccccc1F)N1CCN(C/C=C/c2ccccc2)CC1 | 3% |

| mol | aSyn yeast rescue |
| --- | --- |
| CCN(CC(=O)Nc1c(F)cccc1F)C(=O)CCCN1C(=O)c2ccccc2C1=O | 0% |
| C=C(C)CSc1nc2sc3c(c2c(=O)n1-c1ccccc1)CCC(C)C3 (stereo not given) | 1% |
| Cc1ccc(N2CCN(C(=O)Cn3ncc4c([nH]c5ccc(C)cc54)c3=O)CC2)c(C)c1 | 0% |
| Cc1ccc(NC(=O)CN(C)C(=O)c2cc(S(=O)(=O)N(C)C)ccc2N2CCCC2)cc1 | -7% |
| CCN1CCN(CCCN(Cc2ccco2)C(=S)Nc2cccc(Cl)c2C)CC1 | 3% |
| CCOC(=O)c1[nH]c(C)c(CCC(=O)N2CCN(c3cccc(C)c3C)CC2)c1C | 14% |
| CCOC(=O)c1c(C)oc2nc(C)nc(Nc3cc(C)ccc3OC)c12 | 0% |
| COc1ccc(N(CC(=O)NCc2ccccc2)S(=O)(=O)c2c(C)nn(C)c2C)cc1 | -2% |
| COc1cccc(/C=N/NC(=O)CNC(=O)C(c2ccccc2)c2ccccc2)c1O | -14% |
| COc1ccc(C2CC(c3ccc(F)cc3)n3nc(NS(C)(=O)=O)nc3N2)cc1 (stereo not given) | 0% |
| O=C(COc1ccccc1)NCC(=O)N/N=C/c1ccc(O)cc1O | 4% |
| COC(=O)c1c(NC(=O)/C=C/c2ccc(OC)c(OC)c2)sc2c1CCC2 | 0% |

| mol | aSyn yeast rescue |
| --- | --- |
| Cc1ccc(C(=O)OCC(=O)NCc2ccccc2)s1 | -5% |
| CC1CC2OC(=O)C3(C)CCCC(C)(C23)C1(O)CCc1ccoc1 (stereo not given) | 11% |
| CCOc1ccc(NS(=O)(=O)c2ccc(C(=O)N(C)C)s2)cc1 | -6% |
| Cc1cc(NC(=O)CO/N=C/c2ccc3c(c2)OCO3)ccc1Br | 5% |
| CC(C)[C@H](NC(=O)OCc1ccccc1)C(=O)OCC(=O)N1CCN(c2ccccc2)CC1 | 8% |
| CCc1cccc(NC(=O)CSC2=NS(=O)(=O)c3ccccc32)c1 | 7% |
| CCn1ccc2cc(S(=O)(=O)N3CCC(C(=O)NCCc4ccccc4)CC3)ccc21 | 11% |
| CCOCC(=O)Nc1cc(S(=O)(=O)N2CCOCC2)ccc1N1CCCCC1 | -3% |
| CCN(CC)CCNC(=O)c1sc2ncccc2c1-n1cccc1 | 4% |
| O=[N+]([O-])c1cc(-c2nc(-c3ccccc3)no2)ccc1NC1CCCCC1 | 0% |
| COc1cccc(C2CC(=O)Nc3c2c(=O)[nH]c2ncnn32)c1OC (stereo not given) | 0% |
| N#Cc1cccc(NC(=O)Cn2nc(Cc3ccncc3)c3ccccc3c2=O)c1 | -14% |

3 entries from above, field by field.
smiles: CCN(CC)CCNC(=O)c1sc2ncccc2c1-n1cccc1
  aSyn yeast rescue: 4%
smiles: O=[N+]([O-])c1cc(-c2nc(-c3ccccc3)no2)ccc1NC1CCCCC1
  aSyn yeast rescue: 0%
smiles: COc1cccc(C2CC(=O)Nc3c2c(=O)[nH]c2ncnn32)c1OC (stereo not given)
  aSyn yeast rescue: 0%

Carrying on:
| mol | aSyn yeast rescue |
| --- | --- |
| CCOc1ccc(NC(=O)c2cnn(-c3ccc(C)c(Cl)c3)c2C2CCNCC2)cc1 | -4% |
| O=C(CSCc1ccccc1)Nc1ccccc1C(=O)Nc1ccc(C(=O)O)cc1 | -4% |
| Cc1ccc(NC(=O)C2CCCN(c3nnc(C)c4c(C)n(-c5ccccc5)nc34)C2)c(Cl)c1 (stereo not given) | 3% |
| Cc1nc(SCC(=O)c2cc(C)n(C3CC3)c2C)c2ccccc2n1 | 5% |
| Cc1nc2ccc(S(=O)(=O)N(CC(=O)Nc3cccc(F)c3)Cc3ccccc3)cc2s1 | -8% |
